Source: PubChem BioAssay
NCI-60 one-dose screen, 48 h, at 10 µM unless noted. Numbers give growth in % (100 = growth as untreated, 0 = no growth, -100 = all killed).
NCI-H522: NCI-H522 lung cancer; 78,000 compounds, 8% hits; AID 1794739
UO-31: UO-31 renal cancer; 81,000 compounds, 5.2% hits
NCI-H460: NCI-H460 lung cancer. 82,000 compounds, 6.8% hits. AID 1794736
RXF 393: RXF 393 renal cancer cells. 77,000 compounds, 6.9% hits. AID 1794773
ACHN: ACHN renal cancer | 81,000 compounds, 4.9% hits | AID 1794771
NCI-H322M: NCI-H322M lung cancer | 80,000 compounds, 2.7% hits | AID 1794733
TK-10: TK-10 renal cancer cells. 81,000 compounds, 3.9% hits
786-0: 786-0 renal cancer cells. AID 1794775. 81,000 compounds, 5.1% hits
CAKI-1: CAKI-1 renal cancer; 75,000 compounds, 4.7% hits; AID 1794772
* hit, by the source's call; x = not tested or not shown; & = joins results of further samples. The calls were made as follows: active = growth percent below 10; inactive = the rest.

Letters – A = NCI-H522; B = UO-31; C = NCI-H460; D = RXF 393; E = ACHN; F = NCI-H322M; G = TK-10; H = 786-0; I = CAKI-1
CNC(=O)NCC1OC(n2cnc3c(NC(=O)Nc4ccccc4)ncnc32)C(O[Si](C)(C)C(C)(C)C)C1O[Si](C)(C)C(C)(C)C (stereo not drawn)
  A: 46	B: 48	C: -6.7*	D: -37*	E: 21	F: 87	G: 34	H: 17	I: 59

C[C@@]12Cc3ccccc3N[C@@H]1N(Cc1ccccc1)c1ccccc12
  A: 85	B: 74	C: 107	D: 114	E: 105	F: 105	G: 107	H: 104	I: 115

O=CN1CCCCC1
  A: 104	B: 97	C: 112	D: x	E: 109	F: 99	G: 125	H: 102	I: 97

Cn1c(=O)c2ncn(C)c2n(C)c1=O
  A: x	B: 89	C: 110	D: 125	E: 110	F: 111	G: 106	H: 107	I: 104

CC1CCC(CC(=O)O)(C(=O)O)CC1 (stereo not drawn)
  A: 100&96	B: 104&79	C: 103&103	D: 114&121	E: 101&107	F: 131&106	G: 109&103	H: 110&105	I: 105&87

CS(=O)(=O)c1cccnn1
  A: 82	B: 80	C: 101	D: 102	E: 98	F: 100	G: 109	H: 97	I: 74

Cc1cc(C)c(S(=O)(=O)Cl)c(C)c1
  A: 92	B: x	C: 105	D: 121	E: 101	F: x	G: x	H: 106	I: 113

COc1ccc2c(c1)c(/C(O)=C1\COC(=O)C1=O)cn2Cc1ccc(F)cc1
  A: 74	B: 73	C: 103	D: 104	E: 103	F: 101	G: 119	H: 96	I: 125

CNCCCNc1nc2ccccc2c2c(=O)c3cc(OC)ccc3sc12
  A: 86	B: 52	C: 5.6*	D: 64	E: 70	F: 86	G: 99	H: 79	I: 62

Fc1ccc(/C=N/Nc2ncc(-c3cc4cc5c(cc4o3)OCO5)s2)cc1
  A: 88	B: 104	C: 83	D: 79	E: 93	F: 98	G: 96	H: 94	I: 98

O=C(Nc1ccc(Cl)cc1)C1CCCN(C(=O)c2cccc(-c3ccco3)c2)C1 (stereo not drawn)
  A: 61	B: 41	C: 73	D: 80	E: x	F: 73	G: 73	H: 70	I: 49

Oc1c(Cl)c(Cl)c2ncccc2c1Cl
  A: x	B: 81	C: 113	D: 129	E: 107	F: 109	G: 107	H: 111	I: 105

O=C(O)C(O)C(O)C(O)C(O)CO (stereo not drawn)
  A: 87	B: 97	C: 103	D: 103	E: 102	F: 113	G: 119	H: 104	I: 104

NNC(=O)c1csnn1
  A: 74	B: 86	C: 108	D: 113	E: 103	F: 98	G: 89	H: 111	I: 99

Cc1ccc(S(=O)(=O)NC(=O)n2ccc3cccnc32)cc1
  A: 87	B: 98	C: 108	D: 103	E: 111	F: 100	G: 102	H: 106	I: 93

Part of the list above in another layout.
Each structure is followed by: NCI-H522	UO-31	NCI-H460	RXF 393	ACHN	NCI-H322M	TK-10	786-0	CAKI-1
O=C(O)C(O)C(O)C(O)C(O)CO (stereo not drawn)
→ 87	97	103	103	102	113	119	104	104
O=CN1CCCCC1
→ 104	97	112	x	109	99	125	102	97

Further records
Letters – A = NCI-H522; B = UO-31; C = NCI-H460; D = RXF 393; E = ACHN; F = NCI-H322M; G = TK-10; H = 786-0; I = CAKI-1
NS(=O)(=O)c1ccc(N2N=C(c3ccc(NC(=O)Nc4ccccc4)cc3)CC2c2ccc(Br)cc2)cc1 (stereo not drawn)
  A: -80*	B: -97*	C: -84*	D: -96*	E: -100*	F: -87*	G: -61*	H: -86*	I: -85*

CC(C)=Cc1oc2c3c(c(O)c4ccccc4c(=O)c13)C(=O)c1ccccc1-2
  A: 81	B: 82	C: 104	D: 110	E: 104	F: 100	G: 103	H: 106	I: 95

CC(=O)OCC1OC(n2ccc(-n3cncn3)nc2=O)CC1N=[N+]=[N-] (stereo not drawn)
  A: 104	B: 96	C: 99	D: x	E: 98	F: 113	G: 116	H: 98	I: 97

O=C(COC(=O)C1=NN(c2ccccc2)C(=O)CC1)Nc1ccc2c(c1)OCCO2
  A: 98	B: 89	C: 101	D: 101	E: 99	F: 120	G: 155	H: 111	I: 93

COc1cc(-c2nnc(-c3ccncc3)o2)cc(OC)c1OC
  A: 73	B: 94	C: 108	D: 116	E: 104	F: 96	G: 98	H: 97	I: 103

CCOC(=O)CC1CSC(Nc2cc(C(F)(F)F)cc(C(F)(F)F)c2)=N1 (stereo not drawn)
  A: 92	B: 92	C: 110	D: 110	E: 101	F: 105	G: 81	H: 92	I: 95

CCOC(=O)/C=C/c1cc2cc(-c3csc4ccccc34)ccc2[nH]1
  A: 40	B: 36	C: 84	D: 83	E: 91	F: 115	G: 121	H: 82	I: 69

COc1cc(-c2cc(C(=O)Nc3nc4cc(C)c(C)cc4s3)nc3cc(-c4ccccc4)nn23)cc(OC)c1OC
  A: 94	B: 111	C: 117	D: 124	E: 111	F: 120	G: 122	H: 99	I: 101

FC(F)(F)c1ccc(-c2nc(-c3cc(-c4ccco4)nc(-c4ccco4)c3)cc3c2[nH]c2ccccc23)cc1
  A: 87	B: 72	C: 72	D: 37	E: 56	F: 91	G: x	H: 84	I: 67

CN1CCN(c2ccc(-c3cccc(CN4CCOCC4)c3)cc2NC(=O)c2c[nH]c(=O)cc2C(F)(F)F)CC1
  A: 91	B: 88	C: 94	D: 89	E: 104	F: 86	G: 95	H: 98	I: 92

CCSc1nc2ncnc(N(C)Cc3ccccc3)c2c(=O)[nH]1
  A: 87	B: 78	C: 104	D: 73	E: 92	F: 97	G: 108	H: 99	I: 92

Cc1cc(NC(=O)c2cccc(C(F)(F)F)c2)ccc1-n1ccc2c(NC(=O)c3ccccc3)nccc21
  A: 86	B: 79	C: 116	D: 118	E: 106	F: 77	G: x	H: 102	I: 93

c1ccc(N/N=C(\c2ccccc2)c2cccs2)cc1
  A: 77	B: 65	C: 103	D: 107	E: 96	F: 76	G: 108	H: 114	I: 83

COC1(c2ccccc2)CN(Cc2ccccc2)CC(c2ccccc2)O1 (stereo not drawn)
  A: 86	B: 77	C: 98	D: 122	E: 98	F: 92	G: 105	H: 88	I: 70

COc1ccc2c(c1)CC/C(=C\c1cncc(Br)c1)C2=O
  A: 56	B: 97	C: 103	D: 98	E: 85	F: 106	G: 85	H: 93	I: 87

CCCCCCCCc1ccc(OCCOC(=O)/C=C\C(=O)NC(N)=O)cc1
  A: x	B: 95	C: 102	D: 96	E: 96	F: 113	G: 116	H: 101	I: 96

COc1ccc(Nc2ccc(C(N)=O)c(NCCCNC(=O)C3CCC3)n2)cc1
  A: 65	B: 42	C: 67	D: 40	E: 66	F: 70	G: 43	H: 69	I: 37

O=C(O)c1ccc(-c2ccc(/C=N/Nc3nc(Nc4ccccc4)nc(N4CCCCC4)n3)o2)cc1
  A: 43	B: 44	C: 53	D: 65	E: 73	F: 55	G: 42	H: 61	I: -6.0*

O=C(/C=C/C12c3ccccc3C(c3ccccc31)C1C(=O)N(c3ccc(Cl)cc3)C(=O)C12)c1ccccn1 (stereo not drawn)
  A: -6.3*	B: -98*	C: -32*	D: -89*	E: -35*	F: 11	G: -33*	H: -61*	I: -9.9*

Oc1ccc2ccccc2c1-c1c(O)ccc2ccccc12
  A: 90	B: 55	C: 92	D: 91	E: 85	F: 83	G: 89	H: 93	I: 84

C=CCn1c(SCC(=O)Nc2ccc(/C(C)=N\O)cc2)nnc1-c1cc(-c2ccc(Cl)cc2)nc2ccccc12
  A: 22	B: -12*	C: 17	D: 47	E: 20	F: 26	G: 32	H: 23	I: x

CSc1nc2[nH]cnc(=S)c2[nH]1
  A: 96	B: 94	C: 100	D: 102	E: 101	F: 114	G: 108	H: 106	I: 15

Clc1ccc(C2=NN(c3cc(Cl)cc(Cl)c3)C(c3sc(Cl)nc3Cl)C2)cc1 (stereo not drawn)
  A: 90	B: 89	C: 104	D: 105	E: 107	F: 98	G: 102	H: 98	I: 96

COc1cc(C2C3CCc4ccccc4C3=NN2C(C)=O)cc(OC)c1OC (stereo not drawn)
  A: 83	B: 35	C: 108	D: x	E: 104	F: 76	G: 115	H: 106	I: 106

CN1c2ccccc2C(=O)N(NC(=O)Nc2ccccc2)C1c1ccc(F)cc1 (stereo not drawn)
  A: 100	B: 64	C: 114	D: 122	E: 110	F: 105	G: 106	H: 88	I: 87

O=c1[nH]c(=O)c2[nH]cnc2[nH]1
  A: 101	B: 86	C: 113	D: 108	E: 108	F: 112	G: 98	H: x	I: 103

O=C1C=CC(=Nc2cc(Br)c(O)c(Br)c2)C=C1
  A: -15*	B: 56	C: 109	D: x	E: 68	F: 105	G: 94	H: 70	I: 83

CC(=O)/C(C)=C\c1ccccc1
  A: 102	B: 94	C: 102	D: 105	E: 103	F: x	G: 97	H: 104	I: 91

CCOC(=O)c1c(-c2ccc(Cl)cc2)c(C#N)c2c(C#N)c(N)nn2c1N
  A: 37	B: 66	C: 77	D: 77	E: 72	F: 83	G: 84	H: 83	I: 66

CCC(O)c1ccco1 (stereo not drawn)
  A: 108	B: 88	C: 109	D: 101	E: 101	F: 114	G: 109	H: 111	I: 98

COc1ccc(C(=O)Nc2ccc3nc(N4CCCCC4)cc(C)c3c2)cc1OC
  A: 98	B: 99	C: 52	D: 92	E: 95	F: 117	G: 104	H: 85	I: 88

COc1ccc(/C=C\C(=O)/C=C/c2ccc(OC)cc2)cc1
  A: 95	B: 69	C: 107	D: 100	E: 96	F: 100	G: 116	H: 84	I: 88

CC1(C)CC[C@]2(CO)CC[C@]3(C)[C@H](CC[C@@H]4[C@@]5(C)CCC(=O)NC(C)(C)[C@@H]5CC[C@]43C)[C@H]2[C@H]1O
  A: 101	B: 102	C: 108	D: 131	E: 100	F: 113	G: 126	H: 102	I: 94

CCOc1ccc(N2CCC(=O)NC2=S)cc1
  A: 96	B: 86	C: 101	D: 101	E: 102	F: 102	G: 101	H: 93	I: 89

CCCC(O)(CCC)CC(C)(C)C
  A: 79	B: 96	C: 105	D: 111	E: 97	F: 108	G: 95	H: 110	I: 97

N=c1c2c(N)n(-c3ccccc3)nc2nc2n1-c1ccccc1Sc1ccccc1-2
  A: 87	B: 51	C: 94	D: 100	E: 84	F: 99	G: 93	H: 106	I: 78

CCCCCCCCCN1C(=O)/C(=c2\sc3n(c2=O)C2C(NN=3)N(CC)C(=O)N2CC)c2ccccc21 (stereo not drawn)
  A: 27	B: 53	C: 46	D: x	E: 59	F: 77	G: 71	H: 78	I: 35

CCOc1ccc(-c2cnnn2-c2nonc2-n2cccc2)cc1
  A: -56*	B: 30	C: 10	D: -30*	E: 47	F: x	G: 45	H: 37	I: 46

Clc1ncnc2scc(C3COc4ccccc4O3)c12 (stereo not drawn)
  A: 54	B: 60	C: 106	D: 100	E: 96	F: 99	G: 110	H: 104	I: -19*

CCOC(=O)c1c2c(n(-c3ccccc3)c1-c1ccccc1)C=CCC2
  A: 91	B: 77	C: 104	D: 103	E: 95	F: 90	G: 109	H: 96	I: 71

Clc1ccc(-c2nnc(-c3nc4ccccc4nc3Cl)o2)c(Cl)c1
  A: 96	B: 83	C: 107	D: 109	E: 100	F: 106	G: 129	H: 106	I: 96

O=[N+]([O-])c1ccc2c(c1)-c1ccccc1/C2=N\O
  A: 88	B: 75	C: 98	D: 93	E: 95	F: 95	G: 91	H: 94	I: 72

Of the compounds above, these contain an aryl methoxy group:
Letters – A = NCI-H522; B = UO-31; C = NCI-H460; D = RXF 393; E = ACHN; F = NCI-H322M; G = TK-10; H = 786-0; I = CAKI-1
COc1ccc2c(c1)c(/C(O)=C1\COC(=O)C1=O)cn2Cc1ccc(F)cc1
  A: 74	B: 73	C: 103	D: 104	E: 103	F: 101	G: 119	H: 96	I: 125

CNCCCNc1nc2ccccc2c2c(=O)c3cc(OC)ccc3sc12
  A: 86	B: 52	C: 5.6*	D: 64	E: 70	F: 86	G: 99	H: 79	I: 62

COc1cc(-c2nnc(-c3ccncc3)o2)cc(OC)c1OC
  A: 73	B: 94	C: 108	D: 116	E: 104	F: 96	G: 98	H: 97	I: 103

COc1cc(-c2cc(C(=O)Nc3nc4cc(C)c(C)cc4s3)nc3cc(-c4ccccc4)nn23)cc(OC)c1OC
  A: 94	B: 111	C: 117	D: 124	E: 111	F: 120	G: 122	H: 99	I: 101

COc1ccc2c(c1)CC/C(=C\c1cncc(Br)c1)C2=O
  A: 56	B: 97	C: 103	D: 98	E: 85	F: 106	G: 85	H: 93	I: 87

COc1ccc(Nc2ccc(C(N)=O)c(NCCCNC(=O)C3CCC3)n2)cc1
  A: 65	B: 42	C: 67	D: 40	E: 66	F: 70	G: 43	H: 69	I: 37

COc1cc(C2C3CCc4ccccc4C3=NN2C(C)=O)cc(OC)c1OC (stereo not drawn)
  A: 83	B: 35	C: 108	D: x	E: 104	F: 76	G: 115	H: 106	I: 106

COc1ccc(C(=O)Nc2ccc3nc(N4CCCCC4)cc(C)c3c2)cc1OC
  A: 98	B: 99	C: 52	D: 92	E: 95	F: 117	G: 104	H: 85	I: 88

COc1ccc(/C=C\C(=O)/C=C/c2ccc(OC)cc2)cc1
  A: 95	B: 69	C: 107	D: 100	E: 96	F: 100	G: 116	H: 84	I: 88
